# Shiga inhibitor – A qHTS for Small Molecule Inhibitors of Shiga Toxin; Vero cells, Shiga toxin protein synthesis inhibition reporter; inhibition, % at 38.7 µM; 290,000 tested, 9.2% active; in the data active means inhibition mostly above about 28%, no sharp cut-off; inactive means mostly below about 43%; further: 0% is about no effect
# CHX counter – Cycloheximide Counterscreen for Small Molecule Inhibitors of Shiga Toxin | max response, % | cell reporter, cycloheximide protein synthesis inhibition counterscreen | 300,000 tested, 12% active; in the data active means max response mostly above about 13%, no sharp cut-off; inactive means mostly below about 14%; further: read at 38.3 µM for the half of the compounds with a filed dose; 0% is about no effect
# Giardia FBPA inh – qHTS Assay for Inhibitors of Fructose-1,6-bisphosphate Aldolase from Giardia Lamblia; A8B2U2; Potency, µM (titrated, usually from 59.6 µM), for the others: top-dose activity, negative = inhibition, hits mostly inhibitors; AID 2451, 2010; 290,000 tested, 0.71% active; purified Giardia FBPA; further: potency means the concentration at half of the fitted maximal effect; on the % scale 0 is the no-effect control and ±100 the full control effect; nearly all actives have a fitted effect of over 55% in size
# Target sequence (A8B2U2 whole entry, looked up): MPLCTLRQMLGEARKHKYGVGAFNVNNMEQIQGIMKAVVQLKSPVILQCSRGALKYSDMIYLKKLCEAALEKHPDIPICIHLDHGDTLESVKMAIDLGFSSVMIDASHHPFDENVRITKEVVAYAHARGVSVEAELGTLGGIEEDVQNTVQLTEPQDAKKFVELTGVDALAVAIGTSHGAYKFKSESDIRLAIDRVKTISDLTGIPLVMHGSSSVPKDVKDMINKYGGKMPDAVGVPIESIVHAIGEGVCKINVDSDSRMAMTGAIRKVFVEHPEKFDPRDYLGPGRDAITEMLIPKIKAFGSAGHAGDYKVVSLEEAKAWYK
#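 40 nM FBPA preincubated 10 min at RT with compound (up to 57.5 uM final), then substrate plus GAPDH/TPI/NAD/arsenate coupling and diaphorase/resazurin added. Fluorescence read after 20 min at RT, 525/598 nm.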
# Sm TGR inh – qHTS Assay for the Inhibitors of Schistosoma Mansoni Peroxiredoxins. AID 485364, 2010. purified TGR, DTNB reduction, TNB absorbance 405 nm. Schistosoma mansoni thioredoxin glutathione reductase (TGR), Q962Y6. 360,000 tested, 3% active. Potency, µM (titrated, usually from 114 µM), for the others: at the top dose activity change, negative = inhibition, hits mostly inhibitors; further: potency means the concentration at half of the fitted maximal effect; on the % scale 0 is the no-effect control and ±100 the full control effect; nearly all actives have a fitted effect of over 60% in size
#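 First, TGR (20 nM dispensed) and NADPH were mixed with compound. Second, a 15 min room-temperature incubation followed. Third, further NADPH and then DTNB were added to start the reaction. Finally, TNB absorbance was monitored kinetically.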
# Pf growth 96h – Primary qHTS for delayed death inhibitors of the malarial parasite plastid, 96 hour incubation. P. falciparum luciferase reporter growth, 96 h. 320,000 tested, 6.9% active. Potency, µM (titrated, usually from 28.7 µM), inactives show top-dose activity change, negative = inhibition, most hits filed as inhibitors. AID 504834, 2011; further: potency means the concentration at half of the fitted maximal effect; on the % scale 0 is the no-effect control and ±100 the full control effect
#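 Delayed-death screen, second-generation endpoint: infected erythrocytes, 2% hematocrit, 0.05% parasitemia final; 96 hours at 37 C, 5% CO2; luciferase detection reagent; luminescence decrease equals reduced growth.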
# Pf growth 48h – Primary qHTS for delayed death inhibitors of the malarial parasite plastid, 48 hour incubation; P. falciparum luciferase growth in erythrocytes, 48 h; Potency, µM (top dose mostly 28.7 µM), without a hit: top-dose activity change, negative = inhibition, usual class: inhibitors; 310,000 tested, 5.9% active; further: potency means the concentration at half of the fitted maximal effect; on the % scale 0 is the no-effect control and ±100 the full control effect
#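 In quantitative HTS format, infected erythrocytes bearing luciferase-reporter parasites were treated for a single generation at 37 C. Luminescence after adding detection reagent served as the growth measure.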
# Active calls of the source: *; ? = inconclusive; . = no result given; [ ] = dose if it differs, or a comment. Unless noted, the call rests on the fitted dose curve; in most records, active means well fitted curve in the direction sought with a large enough effect; inconclusive means small, poorly fitted or top-dose-only effect, or another doubt; inactive means no such curve, though single readings can be large; an effect the other way counts as inactive or inconclusive.
# Sample of the layout:
SMILES,Shiga inhibitor,CHX counter,Giardia FBPA inh,Sm TGR inh,Pf growth 96h,Pf growth 48h
COc1ccccc1OCCNC(=O)C1CC(=O)N(c2ccccc2OC)C1 (stereo unspecified),.,.,.,-3%,1%,0%
CC(=O)N1CCC(N(CCN2CCOCC2)C(=S)Nc2cc(C)cc(C)c2)CC1,-2,1,0%,7%,?,?

# Main list, previewed entries included:
SMILES,Shiga inhibitor,CHX counter,Giardia FBPA inh,Sm TGR inh,Pf growth 96h,Pf growth 48h
COc1ccccc1OCCNC(=O)C1CC(=O)N(c2ccccc2OC)C1 (stereo unspecified),.,.,.,-3%,1%,0%
CC(=O)N1CCC(N(CCN2CCOCC2)C(=S)Nc2cc(C)cc(C)c2)CC1,-2,1,0%,7%,?,?
COc1ccc(NC(=S)N(CCO)Cc2ccccc2)cc1,52,32,1%,-3%,-1%,27%
O=C(NC1CCS(=O)(=O)C1)c1sc2ccccc2c1Cl (stereo unspecified),22,22,2%,3%,-27%,-40%
CC(C)CNC(=O)C(=O)NCC1OCCCN1S(=O)(=O)c1cccs1 (stereo unspecified),-11,-2,9%,9%,4%,3%
CCCC12CN3CCN(CC(C3)/C1=N\NC(=O)c1ccccc1Cl)C2,22,16,-1%,1%,0%,23%
Cc1cc(C(=O)OCC(=O)c2cccc([N+](=O)[O-])c2)c2cccc(C)c2n1,24,6,-3%,0%,0.41µM*,?
CC(C)OC(=O)C(=O)NNc1ccccc1,23,2,-3%,-8%,-19%,?
COc1ccc(/C=C/c2nc3ccccc3c(=O)n2-c2cccc(C(=O)O)c2)cc1,16,2,-9%,-1%,-8%,-22%[0.00184 µM]
O=C(Cc1ccccc1)N/N=C/c1ccccc1F,58*,-2,2%,3%,-10%,43%[activator]
O=C(CSc1nnc(-c2ccc3c(c2)OCO3)n1-c1ccccc1)c1ccc(Cl)cc1,-9,2,1%,-9%,31%[activator],18%
CC(=O)N(C)c1ccc(NC(=O)Nc2cccc3ccccc23)cc1,77*,33*,.,1%,?,67%[activator]
O=CN1CCN(C(=O)COc2ccc(Cl)cc2Br)CC1,-7,-3,7%,1%,7%,32%[activator]
Cc1ccc(NC(=O)c2cccc(Oc3ccc([N+](=O)[O-])cc3)c2)c(C(=O)O)c1,-10,1,-20%,-1%,-21%,18%
O=C(Nc1ccc(F)cc1)Nc1csc2ccccc12,97*,21*,-11%,6%,?,?
O=C(CSc1ccc2nnc(CCNC(=O)c3ccccc3)n2n1)Nc1ccc(F)cc1F,-21,1,.,-21%,?,1%
COc1ccccc1OCCNC(=O)C(=O)c1c[nH]c2ccccc12,28,12,-4%,-5%,13%,8%
Cc1ccc(SCCC(=O)NC(C)(C)C)cc1,73*,44*,-1%,-8%,80%[activator],119%[activator]
O=C(O)CCCCCNCc1c(Cl)cccc1Cl,-15,5,3%,-25%,?,?
CCOC(=O)C(NC(=O)Nc1ccc(C(N)=O)cc1)(c1ccccc1)C(F)(F)F (stereo unspecified),10,3,1%,17%,7%,10%
Cn1c(=O)c2c(Nc3ccc(F)cc3)cc(=O)n(-c3ccccc3)c2n(C)c1=O,18,-1,6%,13%,?,2.3µM*
CCCn1c(-c2cccs2)nc2c1c(=O)[nH]c(=O)n2Cc1ccccc1,3,1,1%,-1%,?,86%[activator]
COCCN(C(=O)CCC(=O)Nc1ccccn1)C(C(=O)NC1CCCC1)c1ccc(OC)cc1 (stereo unspecified),13,-3,5%,-2%,56%[activator],-28%
CCc1ccc(Nc2n[n+](-c3ccccc3)c(-c3ccc(SC)cc3)s2)cc1,34*,33*,-25%,1%,4.7µM*,?
CCn1nc(C)c(NC(=O)c2ccc(Cl)cc2)c1C,-5,-2,?,2%,1%,9%
O=C(CN1C(=O)C2C3C=CC(C3)C2C1=O)Nc1ccc(S(=O)(=O)N2CCCCC2)cc1 (stereo unspecified),-1,-1,1%,-18%,?,-11%
COc1ccc(NS(=O)(=O)c2ccc(NC(=S)NCC3CCCO3)cc2)cc1 (stereo unspecified),-3,-2,.,?,19%,40%[activator]
Cc1cc(C)c(NC(=O)CSc2nnc(-c3ccco3)n2N)c(C)c1,-25,-4,7%,?,.,4%
O=C(CCn1c(=O)oc2ccccc21)n1c(=O)oc2ccccc21,10,3,1%,16µM*,25%,0%
C/C(=N/NC(=O)c1ccc(O)cc1)c1cccc([N+](=O)[O-])c1,59*,31*,-2%,3%,?,43%[activator]

# Two entries from above, tab-delimited:
compound	Shiga inhibitor	CHX counter	Giardia FBPA inh	Sm TGR inh	Pf growth 96h	Pf growth 48h
CCOC(=O)C(NC(=O)Nc1ccc(C(N)=O)cc1)(c1ccccc1)C(F)(F)F (stereo unspecified)	10	3	1%	17%	7%	10%
Cn1c(=O)c2c(Nc3ccc(F)cc3)cc(=O)n(-c3ccccc3)c2n(C)c1=O	18	-1	6%	13%	?	2.3µM*

# The results go on:
SMILES,Shiga inhibitor,CHX counter,Giardia FBPA inh,Sm TGR inh,Pf growth 96h,Pf growth 48h
Cc1noc(C)c1S(=O)(=O)N1CCC(C(=O)N2CCN(Cc3ccc4c(c3)OCO4)CC2)CC1,-6,-1,2%,-17%,5.9µM*,?
CCOC(=O)c1ccc(NC(=S)NCCCN2CCCC2=O)cc1,-6,4,-19%,8%,2.6µM*,44%[activator]
CCCCN1C(=O)C2ON(c3ccccc3C)C(c3ccco3)C2C1=O (stereo unspecified),6,-1,?,-34%,85%[activator],13µM*
COC(=O)CN1C(=O)N(c2ccccc2)C(N(O)C(=O)Nc2ccccc2)C1(C)C (stereo unspecified),26,15,-11%,6%,27%,27%
O=C1CSC(c2cccc(Cl)c2Cl)N1c1ccccn1 (stereo unspecified),-7,-1,2%,-25%,29%,?
O=C(Cc1ccc(Cl)cc1)Nc1ccc2c(c1)C(=O)NC2=O,9,-1,0%,-1%,1%,4%
CN(C)Cc1cc(C(C)(C)c2cc(CN(C)C)c(O)c(CN(C)C)c2)cc(CN(C)C)c1O,-1,1,-3%,2%,.,4.1µM*
Cc1cccc(NC(=O)CSc2nc3nc(C)cc(C)n3n2)c1,-9,4,5%,-9%,?,3%
Cc1ccccc1OCc1nc2ccccc2c(=O)n1/N=C/c1ccco1,64*,33*,3%,40µM*,?,-14%
COc1ccc(Cl)cc1NC(=O)C/C(C)=N/NC(=O)CC#N,6,-3,-4%,1%,39%[activator],-20%
CCc1nc2ccccc2c(C(=O)OCC(=O)Nc2cccc(S(=O)(=O)NC3=NCCCCC3)c2)c1C,20,-3,-6%,1%,-17%,?
CC(C)(C)c1ccc(C(=O)NNC(=O)c2ccc(Cl)cc2)cc1,-8,-3,0%,-3%,?,2%
CC(C)(C)NC(=O)COC(=O)c1c2c(nc3ccccc13)CCC2,-2,-3,1%,-18%,5.2µM*,?
COc1cc(C(=O)N2CCN(C3CCC(C)CC3)CC2)cc(OC)c1OC (stereo unspecified),-10,-1,?,-5%,?,-13%
CCNC(=O)C(=O)NCCC1CCCCN1S(=O)(=O)c1cccs1 (stereo unspecified),.,.,.,-5%,-19%,9%

# As entered above.
# Value for `COCCN(C(=O)CCC(=O)Nc1ccccn1)C(C(=O)NC1CCCC1)c1ccc(OC)cc1` (stereo unspecified) under Sm TGR inh: -2%
# Value for `O=C(Nc1ccc(F)cc1)Nc1csc2ccccc12` under CHX counter: 21*

# Next compounds follow:
SMILES,Shiga inhibitor,CHX counter,Giardia FBPA inh,Sm TGR inh,Pf growth 96h,Pf growth 48h
Fc1ccc(-c2nc(-c3cccs3)no2)cc1,127*,44*,4%,3%,124%[activator],157%[activator]
Cc1c(CC(=O)NCCCCCC(=O)O)c(=O)oc2c(C)c3oc4c(c3cc12)CCCC4,1,0,-5%,-2%,52%[activator],21%
Cc1ccccc1C(=O)NNC(=O)c1ccoc1C,20,2,6%,10%,33%[activator],34%[activator]
Cc1ccc(Nc2nc(-c3ccncc3)nc3ccccc23)cc1,25,-2,2%,1%,?,?
Cc1ccc(OCCC(=O)N(CC(=O)Nc2ccccc2C(F)(F)F)Cc2ccco2)cc1,.,.,.,-9%,?,?
CCCCn1c(N)c(N(CCC(C)C)C(=O)c2ccc(-c3ccc([N+](=O)[O-])cc3)o2)c(=O)[nH]c1=O,.,.,.,-10%,-19%,?
O=C(Cn1cnc2ccccc2c1=O)NCC(=O)N1CCN(Cc2ccc3c(c2)OCO3)CC1,-9,-4,-1%,0%,0%,3%
COc1cc(CC(=O)NNC(=O)c2cc(C)oc2C)cc(OC)c1OC,-4,-6,8%,6%,-13%,2%
Cc1cc(C)cc(NC(=O)CSc2nnc(-c3ccc(S(=O)(=O)N4CCCC4)cc3)o2)c1,-3,-3,3%,4%,5.2µM*,?
COc1ccccc1NC1=NC(CO)(CO)CS1,-5,9,0%,5%,-4%,?
COc1ccc(CCN(C)CCC(=O)Nc2c(C)cc(C)cc2C)cc1OC,-10,1,5%,-21%,36%[activator],?
CCC(=O)Nc1ccc(C(=O)NNC(=O)c2ccc([N+](=O)[O-])cc2)cc1,-4,-1,0%,-5%,35%[activator],?
CCCCCCCCCC(=O)N/N=C/c1ccc(C)s1,-10,4,-10%,4%,.,18%
N#C/C(=C(/O)c1ccc([N+](=O)[O-])cc1)c1nc2ccccc2[nH]1,18,-2,-1%,7%,28%,23%
O=C(O)/C=C/c1ccc(S(=O)(=O)NCc2ccco2)cc1,12,5,5%,-31%,?,22%
Cc1cccc(N2CCN(C(=O)c3cccs3)CC2)c1C,-9,-3,8%,0%,10µM*,-4%
CCOCCn1c(CN2CCCCC2C)nc2c1c(=O)n(C)c(=O)n2C (stereo unspecified),-2,-3,-16%,-2%,?,?
Cc1cc2cc(CNC(=O)c3ccc(S(=O)(=O)N4CCOCC4)cc3)ccc2n1C,11,5,-16%,-1%,?,13µM*
Cc1cccc(C)c1OCc1nc2ccccc2[nH]1,0,3,-10%,1%,?,-19%
CN(C)S(=O)(=O)N1C(=O)c2ccccc2C1=O,-1,-2,-2%,0%,14%,115%[activator]
Cn1ccnc1CC(O)(c1ccccc1)c1ccccc1,-11,-3,-3%,?,?,-9%
S=C(NCc1ccco1)N1CCN(c2ccccc2Cl)CC1,-2,-2,-5%,8%,-10%,3%
CCn1c2ccccc2c2cc(NC(=O)c3ccccc3[N+](=O)[O-])ccc21,-9,-1,-13%,4%,16%,0%
CCC(C)/C(C)=N/NC(=O)c1ccc(COc2ccc(Cl)c(C)c2)cc1 (stereo unspecified),33,38*,3%,-2%,44%[activator],63%[activator]
Cc1ccc(-n2c(C)cc(/C=N/NC(=O)CN(c3ccc(C)cc3C)S(C)(=O)=O)c2C)cc1,-9,-2,-11%,5%,?,12µM*
COc1ccc(/C=C(/C#N)C(=O)Nc2ccccc2C)cc1C(=O)O,-4,0,5%,-11%,?,15%
COc1ccc(C2/C(=C(/O)c3ccccc3)C(=O)C(=O)N2CCCN2CCOCC2)cc1 (stereo unspecified),.,3,4%,?,-20%,21%
CCS(=O)(=O)Nc1cccc(C2=NN(S(=O)(=O)c3ccc(F)cc3)C(c3cccs3)C2)c1 (stereo unspecified),40,-3,3%,-10%,8.3µM*,?
CSc1cccc(NC(=S)N(CCC(C)C)C2CCN(C(C)C)CC2)c1,-9,-1,-13%,5%,?,?
Cc1c(C(=O)N2CCOCC2)c(S(=O)(=O)Nc2ccc(Br)cc2F)c(C)n1C,-3,-3,4%,-7%,-1%,27%
CC(C)N1C(=O)C2C(c3ccccc3O)NC(C)(C(=O)O)C2C1=O (stereo unspecified),-7,-6,?,2%,58%[activator],.
O=C(OCCN(C1=NS(=O)(=O)c2ccccc21)c1ccccc1Cl)c1ccc(Cl)cc1,-6,4,-6%,-1%,.,?

# Assay outcomes: PubChem, National Center for Advancing Translational Sciences (NCATS)
